Screening data as filed in PubChem.
TWEAK-Fn14 inh – TWEAK-Fn14 signaling inhibition; inhibition, % at 10 µM; 360,000 tested, 2% active; TWEAK-stimulated Fn14 reporter cells, luciferase luminescence, 8 h; AID 1159606; in the data active = inhibition above about 50%
TRAIL sens C8 – caspase-8 TRAIL sensitization | NB7+C8 cells + TRAIL, ATPlite viability luminescence | 360,000 tested, 1% active | inhibition (viability loss, TRAIL sensitization), % at 10 µM;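 active = compounds causing at least 50% loss of cell viability in the single-dose screen, relative to plate controls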
NR2E3 ag-1 – activates human photoreceptor nuclear receptor NR2E3. Q9Y5X4. GST-NR2E3/biotin-RetCOR TR-FRET, 1536-well. inhibition of corepressor binding, % at 4.78 µM. 320,000 tested, 0.12% active. AID 2300;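 active = percent inhibition above the cutoff of mean plus 3 SD of all tested compounds, set per screening campaign, cut at about 20% in these data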;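 also: 0% = DMSO wells and 100% = biotin wells as full block of FRET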
Target sequence (Q9Y5X4 whole entry, looked up): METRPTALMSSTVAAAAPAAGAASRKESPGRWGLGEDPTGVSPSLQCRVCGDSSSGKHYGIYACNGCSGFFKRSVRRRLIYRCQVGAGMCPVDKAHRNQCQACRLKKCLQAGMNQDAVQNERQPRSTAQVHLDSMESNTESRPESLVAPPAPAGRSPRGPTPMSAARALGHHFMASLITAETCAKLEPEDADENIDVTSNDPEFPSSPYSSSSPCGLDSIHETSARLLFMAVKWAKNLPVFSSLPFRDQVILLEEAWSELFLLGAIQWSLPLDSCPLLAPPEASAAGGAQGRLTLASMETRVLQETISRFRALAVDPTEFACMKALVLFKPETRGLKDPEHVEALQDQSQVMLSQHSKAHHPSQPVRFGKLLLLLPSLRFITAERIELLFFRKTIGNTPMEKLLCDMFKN
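Material: NR2E3–RetCOR corepressor complex | Quantity: 1.35 nM GST-tagged NR2E3 final | Schedule: 5 h at 4 °C | Replication: Singlicate compound wells | Reagent: RetCOR corepressor, biotinylated, 7 nM | Controls: Biotin wells as high control, 0.6% DMSO wells as low control | Signal: TR-FRET, Eu(K)-anti-GST donor, streptavidin-D2 acceptor, ex 340, em 617/671 nm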
TRPM1 prom inh – reduces MITF-dependent TRPM1 promoter luciferase signal; SK-MEL-5 TRPM1 promoter luciferase, 24 h; inhibition, % at 12.5 µM; 330,000 tested, 0.83% active;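 active = mean inhibition across replicates of 60% or more, whatever share of single replicates reaches that level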; also: values of inactives mirror those of a sister screen read the other way
CF NFkB inh – cystic fibrosis NF-kB activation inhibition | inhibition, % at 5 µM | 360,000 tested, 0.86% active | AID 588850 | KKLEB NF-kB-GFP reporter, PAF-induced, GFP fluorescence overnight;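 active = at least 50% inhibition at 5 µM, scaled per plate between neutral and stimulator controls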;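 also: PAF is a Pseudomonas aeruginosa culture filtrate used as stimulus; plate controls were PAF-stimulated DMSO wells for no effect and unstimulated DMSO wells for full effect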
Peg3 prom inh – inhibitors of Peg3 promoter. HeLa PEG-Prom luciferase reporter, luminescence, overnight. inhibition, % at 20 µM. 360,000 tested, 1.7% active;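 active = inhibition of at least 50% at 20 µM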
TROY signal inh – blocks TROY-dependent signaling in reporter cells. Q293 LMP1-TROYcd NF-kB luciferase reporter, 4 h. inhibition, % at 10 µM. 360,000 tested, 0.98% active. AID 1347056;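 active = compounds whose plate-normalised and pattern-corrected inhibition of the luciferase reporter signal at the single screening dose is 50% or more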
HIF-2a inh – HIF-2a inhibition. 786-0 RCC cells HIF-2a reporter, luciferase luminescence, overnight. inhibition, % at 18.8 µM. 360,000 tested, 0.72% active. AID 624352;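 active = inhibition of the luminescence signal of 40% or more relative to plate controls, in a single-dose primary screen at 18.75 µM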
KKLEB cytotox – reduces viability of KKLEB cystic fibrosis airway cells | KKLEB CF airway cells viability, ATPlite luminescence, overnight; stronger effect = lower value; cells stimulated with P. aeruginosa culture filtrate | activity change (cytotoxicity), % at 5 µM | 360,000 tested, 0.36% active | AID 602141;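 active = corrected activity change at or below -50% at 5 µM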
Shn3 3UTR inh – reduces Shn3 3'UTR luciferase signal in osteoblasts; Clone20 osteoblast Shn3 3'UTR firefly luciferase, 24 h; inhibition, % at 12.5 µM; 360,000 tested, 0.52% active; AID 588674;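 active = mean inhibition of at least 75% with every replicate also reaching 75%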;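 also: 0% = median of neutral control wells and 100% = pilot-screen positive control compound; some compounds past the cut are filed as inactive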
NR2E3 ag-2 – activates human NR2E3 receptor; Q9Y5X4; CHO-S Gal4-NCOR/VP16-NR2E3 two-hybrid, luciferase; inhibition of corepressor binding, % at 3.98 µM; 360,000 tested, 0.35% active; AID 602229;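 active = inhibition above the mean of all tested compounds plus 3 SD, cut at about 70% in these data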;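 also: 0% = DMSO with NR2E3 transfected cells and 100% = cells lacking NR2E3 construct; higher means lower luciferase signal from less NR2E3 corepressor binding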
An asterisk follows results filed as active; · = not tested or not shown. Some of the compounds tested; rates above refer to the full screens.

nr	Compound	TWEAK-Fn14 inh	TRAIL sens C8	NR2E3 ag-1	TRPM1 prom inh	CF NFkB inh	Peg3 prom inh
1	CN1CCN(CCOc2ccc(Cc3ccccc3)cc2)CC1	-4.5	-8.7	-0.7	13.4	6.8	-6.1
2	O=C(Cc1ccc(Cl)c(Cl)c1)N1CCOCC1	13.8	-1.9	2.9	8.8	5.0	5.5
3	Cc1cccc(NC(=O)CSCC(=O)Nc2sccc2C#N)c1	4.2	-3.6	0.2	15.1	0.3	-1.4
4	COCCn1c(C2CCCCC2)nc2sc3ccccc3c(=O)c2c1=O	-3.1	-0.8	3.5	-17.8	5.5	14.0
5	COc1ccc(-c2oc3ccc(-c4ccc5c(c4)OCO5)cc3c2C#CC2(O)CCCCC2)cc1	-6.2	21.5	7.8	11.5	60.6*	10.1
6	CC(C)(C)NC(=O)CN(C(=O)CS(=O)CC(=O)Nc1ccc(F)cc1)c1ccccc1F (stereo unspecified)	12.7	-5.1	2.2	-2.5	2.2	17.7
7	COc1ccccc1NC(=O)C(C)OC(=O)COc1cccc2c1OC(C)(C)C2 (stereo unspecified)	-18.6	-0.7	-0.7	-3.7	4.4	-7.2
8	Cc1ccc(NC(=O)CCCCCCCCCCC2COCCO2)c(C)c1 (stereo unspecified)	4.8	2.3	-1.3	-2.6	2.5	-3.0

nr	TROY signal inh	HIF-2a inh	KKLEB cytotox	Shn3 3UTR inh	NR2E3 ag-2
1	-3.6	-3.6	-6.5	-10.6	-8.2
2	-7.5	1.5	-6.8	-13.5	-0.4
3	-22.5	-39.4	-0.9	-16.3	-5.2
4	-14.4	6.1	-3.2	6.1	1.3
5	5.3	-4.0	-37.1	35.4	-8.4
6	7.2	8.2	7.2	-4.9	0.5
7	-31.6	-1.6	3.1	-12.1	-0.9
8	-1.5	7.2	-5.7	29.1	-30.5

Later entries:
nr	Compound	TWEAK-Fn14 inh	TRAIL sens C8	NR2E3 ag-1	TRPM1 prom inh	CF NFkB inh	Peg3 prom inh
9	COCCNc1nc(Oc2cccc3ccccc23)c2sccc2n1	10.8	10.7	·	·	1.0	29.3
10	Cn1nc(-c2ccccc2)cc1NC(=O)Nc1ccc(C(C)(C)C)cc1	-20.7	5.0	2.2	-5.6	-15.7	1.4
11	Nc1ccc(S(=O)(=O)N2CCc3ccccc32)cc1	4.4	-3.5	4.0	0.2	4.3	24.2
12	CCN(CC)c1ccc(C(=O)Nc2cccc(F)c2)cc1	19.5	41.5	-0.3	-25.7	-10.5	-177.4
13	C[C@H](CO)N1C[C@H](C)[C@@H](CN(C)S(=O)(=O)c2cccs2)Oc2ccc(NC(=O)NC3CCCCC3)cc2C1=O	-7.5	-9.4	·	-1.8	-14.0	4.5
14	Cc1ccc(NC(=O)CN(C)C(=O)COC(=O)c2ccc(Cl)cc2O)cc1	-9.2	-0.5	1.3	8.4	-42.3	8.7
15	CC(C)[C@H](NS(=O)(=O)c1ccc2c(c1)OCCO2)C(=O)OCC(=O)Nc1ccccc1	-12.7	-11.6	-4.5	-9.9	17.4	-38.5
16	Cc1ccc(S(=O)(=O)N2CCN(c3ccc(C(F)(F)F)cc3[N+](=O)[O-])CC2)cc1	26.8	26.6	-4.8	5.2	-9.8	16.1

nr	TROY signal inh	HIF-2a inh	KKLEB cytotox	Shn3 3UTR inh	NR2E3 ag-2
9	17.7	25.4	0.5	-46.5	-40.4
10	-46.4	1.6	4.0	5.6	28.4
11	1.2	22.6	-2.5	5.0	13.5
12	-5.7	-194.1	0.5	-22.0	-150.6
13	-4.8	12.7	4.8	-1.7	-18.5
14	-2.4	1.0	14.0	4.5	15.4
15	-14.3	-66.6	2.8	-11.3	-17.3
16	22.6	14.8	10.8	28.9	-10.7

(listing goes on)
nr	Compound	TWEAK-Fn14 inh	TRAIL sens C8	NR2E3 ag-1	TRPM1 prom inh	CF NFkB inh	Peg3 prom inh
17	Cc1ccc(Cn2c(SCC(=O)NCC3CCCO3)nc3c(sc4ccccc43)c2=O)cc1 (stereo unspecified)	3.2	-1.7	-1.4	5.9	8.1	11.7
18	Cc1ccccc1Cn1nc(C)c(NC(=O)c2noc3c2CCCC3)c1C	-0.8	-8.1	-0.5	-0.8	-3.6	1.4
19	O=C(NCc1cccnc1)C(=O)NCC1OCCN1S(=O)(=O)c1ccc(Cl)cc1 (stereo unspecified)	-1.0	-11.6	1.6	·	-20.5	-3.7
20	COc1ccc(C(CNC(=O)c2ccc(NS(=O)(=O)c3cccc([N+](=O)[O-])c3)cc2)N2CCOCC2)cc1 (stereo unspecified)	-2.5	-18.9	-0.3	5.9	-1.4	-2.6
21	Cc1ccc(CNC(=O)CSc2nccn(-c3ccc(C)c(F)c3)c2=O)cc1	-16.7	-2.6	-0.3	-6.2	-2.2	-19.0
22	CN(C)CCOc1cc(Cl)cc(Cl)c1	-11.3	-4.6	-0.6	4.1	4.8	3.1
23	CCn1c(SCC(=O)Nc2ccc3c(c2)OCCO3)nc2c(c1=O)SC(C)C2 (stereo unspecified)	19.3	31.3	-0.7	-1.8	-8.2	0.7
24	CCOC(=O)C1CCCN(Cc2cc(=O)oc3cc(C)c(C(C)C)cc23)C1 (stereo unspecified)	-0.9	-1.5	1.6	6.5	4.2	15.8
25	CC(C)(C)OC(=O)C[C@@H]1C/C=C\C[C@H](CC(=O)NCCO)C(=O)N2CCC[C@H]2COC1=O	-2.2	2.7	·	-5.3	7.8	-6.1
26	CCCCn1c(N)c(N(CC)C(=O)C(c2ccccc2)c2ccccc2)c(=O)[nH]c1=O	0.9	-3.6	2.8	1.6	-2.7	15.1

nr	TROY signal inh	HIF-2a inh	KKLEB cytotox	Shn3 3UTR inh	NR2E3 ag-2
17	2.5	16.7	-9.1	14.6	-10.7
18	-11.3	-1.0	-1.7	22.8	-6.5
19	9.7	5.1	3.1	-9.4	-29.6
20	10.8	5.2	-1.9	-3.6	-17.4
21	9.1	-2.0	-9.3	-19.7	-18.5
22	-0.6	10.8	-6.0	11.4	-12.6
23	-12.4	0.6	-5.6	-6.2	-6.2
24	-11.9	19.4	-12.0	-3.7	12.0
25	10.3	4.3	8.8	-8.4	13.1
26	-40.4	9.9	-3.9	1.2	-33.5

No new results follow: an excerpt of the list.
nr	Compound	TWEAK-Fn14 inh	TRAIL sens C8	NR2E3 ag-1	TRPM1 prom inh	CF NFkB inh	Peg3 prom inh
13	C[C@H](CO)N1C[C@H](C)[C@@H](CN(C)S(=O)(=O)c2cccs2)Oc2ccc(NC(=O)NC3CCCCC3)cc2C1=O	-7.5	-9.4	·	-1.8	-14.0	4.5
14	Cc1ccc(NC(=O)CN(C)C(=O)COC(=O)c2ccc(Cl)cc2O)cc1	-9.2	-0.5	1.3	8.4	-42.3	8.7
15	CC(C)[C@H](NS(=O)(=O)c1ccc2c(c1)OCCO2)C(=O)OCC(=O)Nc1ccccc1	-12.7	-11.6	-4.5	-9.9	17.4	-38.5
16	Cc1ccc(S(=O)(=O)N2CCN(c3ccc(C(F)(F)F)cc3[N+](=O)[O-])CC2)cc1	26.8	26.6	-4.8	5.2	-9.8	16.1
17	Cc1ccc(Cn2c(SCC(=O)NCC3CCCO3)nc3c(sc4ccccc43)c2=O)cc1 (stereo unspecified)	3.2	-1.7	-1.4	5.9	8.1	11.7
18	Cc1ccccc1Cn1nc(C)c(NC(=O)c2noc3c2CCCC3)c1C	-0.8	-8.1	-0.5	-0.8	-3.6	1.4
19	O=C(NCc1cccnc1)C(=O)NCC1OCCN1S(=O)(=O)c1ccc(Cl)cc1 (stereo unspecified)	-1.0	-11.6	1.6	·	-20.5	-3.7
20	COc1ccc(C(CNC(=O)c2ccc(NS(=O)(=O)c3cccc([N+](=O)[O-])c3)cc2)N2CCOCC2)cc1 (stereo unspecified)	-2.5	-18.9	-0.3	5.9	-1.4	-2.6
21	Cc1ccc(CNC(=O)CSc2nccn(-c3ccc(C)c(F)c3)c2=O)cc1	-16.7	-2.6	-0.3	-6.2	-2.2	-19.0
22	CN(C)CCOc1cc(Cl)cc(Cl)c1	-11.3	-4.6	-0.6	4.1	4.8	3.1

nr	TROY signal inh	HIF-2a inh	KKLEB cytotox	Shn3 3UTR inh	NR2E3 ag-2
13	-4.8	12.7	4.8	-1.7	-18.5
14	-2.4	1.0	14.0	4.5	15.4
15	-14.3	-66.6	2.8	-11.3	-17.3
16	22.6	14.8	10.8	28.9	-10.7
17	2.5	16.7	-9.1	14.6	-10.7
18	-11.3	-1.0	-1.7	22.8	-6.5
19	9.7	5.1	3.1	-9.4	-29.6
20	10.8	5.2	-1.9	-3.6	-17.4
21	9.1	-2.0	-9.3	-19.7	-18.5
22	-0.6	10.8	-6.0	11.4	-12.6

nr	Compound	TWEAK-Fn14 inh	TRAIL sens C8	NR2E3 ag-1	TRPM1 prom inh	CF NFkB inh	Peg3 prom inh
23	CCn1c(SCC(=O)Nc2ccc3c(c2)OCCO3)nc2c(c1=O)SC(C)C2 (stereo unspecified)	19.3	31.3	-0.7	-1.8	-8.2	0.7

nr	TROY signal inh	HIF-2a inh	KKLEB cytotox	Shn3 3UTR inh	NR2E3 ag-2
23	-12.4	0.6	-5.6	-6.2	-6.2
